Bioassay records as filed in PubChem.
RmlCD inh 1536: M. tuberculosis RmlC/RmlD inhibition; P9WH09+P9WH11; RmlC+RmlD coupled enzyme assay, percent inhibition; primary screen in compound mixtures; inhibition, % at 3.6 µM; 0.03% of 160,000 active; AID 1533; in the data active means inhibition mostly above about 34%, no sharp cut-off; further: some results filed as inactive read as strong as hits
Target sequence (P9WH09 whole entry, looked up): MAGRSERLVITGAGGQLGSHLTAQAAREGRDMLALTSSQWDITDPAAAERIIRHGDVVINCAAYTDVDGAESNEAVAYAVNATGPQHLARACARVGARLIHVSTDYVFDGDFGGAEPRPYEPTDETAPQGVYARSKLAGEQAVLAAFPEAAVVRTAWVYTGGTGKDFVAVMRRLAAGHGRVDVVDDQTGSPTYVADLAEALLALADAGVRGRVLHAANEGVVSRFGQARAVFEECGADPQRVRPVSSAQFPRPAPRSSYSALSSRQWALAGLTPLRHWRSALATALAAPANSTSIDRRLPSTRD
Target sequence (P9WH11 whole entry, looked up): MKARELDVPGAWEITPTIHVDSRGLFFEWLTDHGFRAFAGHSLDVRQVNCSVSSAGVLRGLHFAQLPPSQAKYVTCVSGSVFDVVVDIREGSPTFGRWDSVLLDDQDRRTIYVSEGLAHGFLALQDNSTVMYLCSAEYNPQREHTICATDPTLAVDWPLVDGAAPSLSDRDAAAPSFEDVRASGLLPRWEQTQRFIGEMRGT
M. tuberculosis GlmU: inhibition of mycobacterial GlmU enzyme – biochemical, glucosamine-1-phosphate acetyltransferase (AID 1376) | M. tuberculosis GlmU acetyltransferase enzyme assay; higher % means a stronger effect | one-dose inhibition, %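 (tested at 30 µM in the primary screen)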; IC50 in µM for titrated hits | 0.25% of 220,000 active; in the data active means inhibition above about 13%;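 further: 0% = complete reaction with vehicle and 100% = reaction without substrate; strong numbers were not always called active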
* hit, by the source's call; . = not tested or not shown; & = joins results of further samples. Not all compounds are listed; the hit share may differ from the screen's.

SMILES	RmlCD inh 1536	M. tuberculosis GlmU
CN1CCN(C(=O)c2cn(-c3ccccc3)nc2-c2cccnc2)CC1	-4.4	1.8%
CC(=O)Nc1nnc(-c2c(-c3c(Cl)cccc3Cl)noc2C)o1	.	0.4%
O=[N+]([O-])c1ccc(Cl)c2cccnc12	-9.0	-4.4%
Cc1cccc(NS(=O)(=O)c2cccc3cccnc23)n1	.	7.8%
O=c1c(-c2ccc(Cl)cc2)[n+]([O-])c2ccccc2n1OCc1nc2ccccc2[nH]1	-4.8	6.7%
O=C(CCSCc1ccccc1Cl)NC1CCCCC1	-6.4	-2.4%
COC(CNS(=O)(=O)c1cccc2nonc12)OC	-3.6	-7.7%
O=C(COC(=O)C12CC3CC(CC(O)(C3)C1)C2)NC12CC3CC(CC(C3)C1)C2	14.0	-0.2%
CCOC(=O)c1sc2nc(CSc3nc4ccccc4n3CC)[nH]c(=O)c2c1C	-37.9	8.3%
CCSc1nnc(NC(=O)C2(C)Cc3ccccc3C(=O)O2)s1 (configuration not stated)	12.5	4.8%

Compound profiles (already shown). Values in the order: RmlCD inh 1536, M. tuberculosis GlmU
O=[N+]([O-])c1ccc(Cl)c2cccnc12 across the screens: -9.0, -4.4%
O=C(CCSCc1ccccc1Cl)NC1CCCCC1 across the screens: -6.4, -2.4%
CCOC(=O)c1sc2nc(CSc3nc4ccccc4n3CC)[nH]c(=O)c2c1C across the screens: -37.9, 8.3%

Other entries
SMILES	RmlCD inh 1536	M. tuberculosis GlmU
Cc1ccc(N/N=C(\C#N)C(N)=S)c(C)c1	.	5.0%
Cc1ccc2cc(S(=O)(=O)NCCCC(=O)O)ccc2c1	.	-3.7%
CC(C)NC(=O)Cn1c(SCC(=O)N2CCCCCC2)nc2ccccc21	.	-6.5%
O=C(OCCN1CCN(c2ncc(C(F)(F)F)cc2Cl)CC1)c1ccc(Cl)cc1	0.6	1.9%
Cc1cc(C)n2nc(SCC(N)=O)nc2n1	-6.0	-6.4%
CCOC(=O)C(=O)Nc1ccc(Oc2ccccc2)cc1	-7.3	-1.8%
O=C(Nc1ccc(Br)cc1Cl)NC1CC1	.	-2.8%
COc1cccc(C(N)=O)c1	.	-0.4%
O=C(CCc1ccccc1)Nc1ccncc1	-0.9	5.2%
CCc1cccc(OCC(=O)Nc2ccc(S(=O)(=O)Nc3ccccn3)cc2)c1	5.1	0.1%
COC(=O)c1ccc(OCCOc2ccc(C(=O)OC)cc2)cc1	8.3	-4.5%
Fc1ccc2c(c1)nnn2C1CCN(Cc2nnnn2C2CCCCC2)CC1	.	4.4%
CC1CCN(C(=O)C2CCN(CC(C)c3ccccc3)CC2)CC1 (configuration not stated)	.	-5.3%
Cc1cc(SCC(=O)OCC(=O)NCc2ccc3c(c2)OCO3)c(C)cc1Br	.	-0.4%
CC(=O)OCCCN1C(=O)c2ccc(Br)cc2C1=O	.	3.5%
CCOC(=O)c1c(NC2=NS(=O)(=O)c3ccccc32)sc2c1CCC(C)C2 (configuration not stated)	.	0.3%
COc1cc(/C=N/NS(=O)(=O)c2ccc(C(C)(C)C)cc2)cc([N+](=O)[O-])c1O	-8.7	0.8%
Cc1ccc(O)c(NC(=O)C2CCCCC2)c1	.	2.7%
O=C(Oc1c(Br)cc([N+](=O)[O-])cc1Br)c1cccnc1	5.5	4.4%
CC(C)CSC1=NSC2=NC(=O)/C(=C\c3cccs3)C(=N)N12	-7.7	4.5%
Cc1ccc(C(=O)N2CCC3(CC2)Oc2ccc(Cl)cc2C(=O)C32CC(c3ccc(Cl)cc3)=NO2)s1 (configuration not stated)	.	-4.2%
COc1ccc(-c2nnc(SCc3c(C)noc3C)n2N)cc1OC	7.8	2.1%
O=C1CC(c2ccco2)CC(O)=C1C=Nc1cc(Cl)cc(Cl)c1 (configuration not stated)	0.8	-0.3%
O=C(NCc1ccc2c(c1)OCO2)c1ccco1	22.4	-7.8%
Cc1nn(-c2cc(N3CCCCCC3)ccc2[N+](=O)[O-])c(=O)c2ccccc12	-8.2	-0.5%
Cc1cc(C(F)F)n2nc(C(=O)Nc3ccc(S(=O)(=O)N4CCCCCC4)cc3)nc2n1	.	-8.2%
CN(CCO)c1nc(N)c(C#N)c(CC#N)c1C#N	26.5	-0.9%
CCS(=O)(=O)c1ccc(O)c(NC(=O)Nc2cccc3ccccc23)c1	-5.1	-2.1%
Cn1c(-c2nnn(-c3ccc(F)cc3)n2)cc2ccccc21	.	2.6%
CC(C)CCn1c(=O)c(C(=O)NCc2ccco2)c(O)c2ccccc21	-0.6	2.0%
Cc1cc(C)n2nnnc2n1	62.7	-3.7%
O=C(O)C(Cc1c[nH]c2ccccc12)N1C(=O)c2ccccc2C1=O (configuration not stated)	-4.3	-4.3%&-3.2%
O=C(CCc1ccccc1)c1nnc(-c2ccccc2)o1	-5.5	-2.2%
O=C(N/N=C/c1ccc(O)cc1)Nc1cccc2nsnc12	1.1	-2.2%
CCS(=O)(=O)n1nc(-c2ccccc2)nc1NCc1ccco1	10.0	.
Cc1ccccc1NC(C)C(=O)N/N=C/c1ccccc1OCc1cccc(Br)c1 (configuration not stated)	-7.3	1.4%
CCC(c1nnnn1CCc1ccccc1)N1CCN(c2ccc(OC)cc2)CC1 (configuration not stated)	.	-4.2%
CC(C)(CSc1ccccn1)NS(=O)(=O)c1ccccc1	1.2	0.2%
CCOC(=O)c1c(NC(=O)C2CC(Cl)=CCC2C(=O)O)sc2c1CC(C)(C)OC2 (configuration not stated)	28.9	1.5%
O=C(c1ccccc1-c1ncc[nH]1)N1CCc2c([nH]c3ccccc23)C1c1ccccn1 (configuration not stated)	10.0	-1.8%
COc1cc2c(cc1NC(=O)COC(=O)c1ccccc1)oc1ccccc12	7.2	3.0%
Cc1ccc(NS(=O)(=O)c2cccc(C(=O)Nc3cc(C)on3)c2)cc1	.	-3.0%
O=C(NCC1CCCO1)c1nn2c(c1Cl)NC(c1ccc(F)cc1)CC2C(F)(F)F (configuration not stated)	18.5	0.8%
CC(C)Oc1ccc2ccccc2c1C=O	10.3	.
O=c1c2c([N+](=O)[O-])cc([N+](=O)[O-])cc2sn1-c1ccc(Br)cc1	17.1	-0.5%
S=c1[nH]nc(Cn2c(-c3ccccn3)nc3ccccc32)n1-c1ccc2c(c1)OCCO2	-9.4	6.8%
Cc1cc(C)c2ccc(N)nc2c1O	-6.0	2.5%
COC(=O)c1cn[nH]c1N	.	-0.5%
CC(NCCC1(C(C)C)CCOC(C)(C)C1)c1cccs1 (configuration not stated)	3.7	1.9%
O=C1CN(C(=O)COC(=O)c2cccc(OCc3ccccc3)c2)c2ccccc2N1	5.1	-6.1%
The list continues.
SMILES	RmlCD inh 1536	M. tuberculosis GlmU
Nc1ccccc1-c1nnn(CC(=O)N2CCCc3ccccc32)n1	.	-0.1%
COC(=O)c1ccc(NC(=O)c2cccc(OC)c2)cc1	.	-3.7%
COc1ccc(Br)cc1S(=O)(=O)Nc1ncccc1C	.	3.8%
COc1ccc(OCC(=O)N2CCN(C(=O)c3ccccc3)CC2)cc1	-12.6	2.0%
O=C1N/C(=N\N=C\c2cccs2)SC1Cc1cccc(Cl)c1 (configuration not stated)	14.4	4.6%
O=C(COC(=O)CCNS(=O)(=O)c1cccc(C(F)(F)F)c1)NC(=O)NC1CCCCC1	.	-2.2%
Cn1c(N2CCNCC2)nc2ccccc21	6.9	2.0%
O=[N+]([O-])c1cnn(-c2nc(-c3ccco3)cc(C(F)(F)F)n2)c1	-11.5	2.6%
Cc1nc2cc(C(=O)N3CCc4ccccc43)ccc2n1-c1ccc(F)c(F)c1	-3.5	0.8%
CCOC(=O)N1CCN(c2c(N3CCN(c4ccccc4F)CC3)c(=O)c2=O)CC1	.	-4.5%

Quoted at random: 5 records from the list.
SMILES	RmlCD inh 1536	M. tuberculosis GlmU
O=C1N/C(=N\N=C\c2cccs2)SC1Cc1cccc(Cl)c1 (configuration not stated)	14.4	4.6%
Cc1nc2cc(C(=O)N3CCc4ccccc43)ccc2n1-c1ccc(F)c(F)c1	-3.5	0.8%
COc1ccc(OCC(=O)N2CCN(C(=O)c3ccccc3)CC2)cc1	-12.6	2.0%
Nc1ccccc1-c1nnn(CC(=O)N2CCCc3ccccc32)n1	.	-0.1%
CCOC(=O)N1CCN(c2c(N3CCN(c4ccccc4F)CC3)c(=O)c2=O)CC1	.	-4.5%

The results go on.
SMILES	RmlCD inh 1536	M. tuberculosis GlmU
C=C(C)C(=O)Nc1cccc(C2=NOC3(C2)C[C@H](C(N)=O)N(C(=O)/C=C/C)C3)c1 (some centres not stated)	.	-0.2%
CC(C)NC(=O)NC(=O)COC(=O)c1ccccc1O	-8.4	-6.4%
COc1cc(O)c(C(CC(=O)N2CCCCC2)c2ccc(N(C)C)cc2)c(OC)c1 (configuration not stated)	.	1.7%
CCOc1cccc(N2C(=O)CC(N3CCN(c4nc5ccccc5s4)CC3)C2=O)c1 (configuration not stated)	-3.3	20.0%
Cc1nn(-c2ccccc2)c2c1C1(C(=O)N(C(C)C)c3ccccc31)C(C#N)=C(N)O2 (configuration not stated)	11.3	-7.0%
CCn1c(CNc2ccc(C(=O)O)cc2)nc2ccccc21	0.6	-1.0%
Cc1ccccc1C(=O)Oc1ccccc1N1C(=O)C2CC=CCC2C1=O (configuration not stated)	-2.9	-1.9%
O=C(CN1C(=O)C2C3C=CC(C4CC34)C2C1=O)OCC(=O)c1ccccc1 (configuration not stated)	-9.7	1.6%
CC(C)OC(=O)c1c2c(n3ccccc13)C(=O)c1ccccc1C2=O	-7.2	4.7%
COC(=O)/C=c1/s/c(=C(\C#N)C(=O)NCc2ccco2)n(-c2ccccc2)c1=O	8.4	0.4%
NC(=O)c1c(NC(=O)CSc2nnc(-c3ccco3)n2-c2ccccc2)sc2c1CCC2	-9.6	4.8%
O=C(CSc1nnc(CN2CCOCC2)n1-c1ccc(Cl)cc1)N1CCc2ccccc21	.	0.1%
COc1ccc(NS(=O)(=O)c2ccc(N3CCCC3)c(NC(=S)Nc3ccc(SC(F)F)cc3)c2)cc1	-0.6	3.4%
COc1ccc(C(C)=O)cc1COc1ccc([N+](=O)[O-])c(C)c1	9.1	-1.6%
CCCCCCNS(=O)(=O)c1ccccc1Br	-8.8	3.5%
O=C(Cc1cccs1)N1CCN(S(=O)(=O)c2ccc(Br)cc2)CC1	.	2.1%
CCCCC1(Cc2ccc(OC)c([N+](=O)[O-])c2)C(=O)N(c2ccccc2)N(c2ccccc2)C1=O	.	0.9%
COc1nccnc1NS(=O)(=O)c1ccc(NC(=O)c2cccc(C)c2)cc1	4.5	0.7%
Cc1ccc(C)c(OCC(=O)Nc2nc3ccc([N+](=O)[O-])cc3s2)c1	3.7	2.3%
Cc1noc(C)c1C(=O)N1CCc2ccccc21	28.4	12.9%*
O=C(NC(=O)N1CCN(c2ccccc2F)CC1)c1ccccc1	4.0	-3.9%
CC1(C(=O)NCCCN2CCOCC2)Oc2cccnc2NC1=O (configuration not stated)	.	0.7%
Cc1nn(CC(=O)N2CC(=O)Nc3ccccc32)c(C)c1[N+](=O)[O-]	2.2	-2.2%
O=C(c1cc([N+](=O)[O-])ccc1N1CCCCC1)N1CCc2ccccc21	5.1	-2.6%
Cc1ccc2nc(Cl)nc(-c3ccccc3)c2c1	-6.4	-2.7%
O=c1[nH]c(=O)n(CCC2=CCCCC2)c(O)c1/C=N/Nc1ccccc1	11.1	5.1%
CCOc1cccc(=O)c2c(C)oc(C)c12	8.7	1.5%
O=C(CCN1C(=O)c2ccccc2C1=O)Nc1cccc(S(=O)(=O)N2CCCCC2)c1	12.5	3.3%
COc1ccc(CNC(=O)COC(=O)c2ccc(Br)cc2)cc1	-12.3	4.4%
COCCn1nnnc1CN(CCc1ccccc1)Cc1cc2ccc(C)cc2[nH]c1=O	.	3.7%
CC(C)N(Cc1cn(C)nc1-c1cccc(Cl)c1)Cc1nccn1C	-5.8	-3.1%
Cc1c(Cl)cccc1NC(=O)CN1CCC(NC(=O)C2CCCCC2)CC1	11.8	2.2%
CCn1nnnc1-c1ccc(OC)c(S(=O)(=O)NCCc2ccccc2)c1	.	2.5%
Cc1ccccc1C(=O)NC(NC(=S)Nc1ccc(S(N)(=O)=O)cc1)C(Cl)(Cl)Cl (configuration not stated)	11.4	-6.2%
C=CCn1c(SC)nnc1-c1ccc2ncccc2c1	-1.0	-1.1%
Cc1cccc(N(C(=O)c2csnn2)C(C(=O)NC(C)(C)C)c2cccs2)c1 (configuration not stated)	31.1	-5.0%
COC(=O)c1cc(COC(=O)c2nc3nccc(C)n3n2)oc1C	-3.6	7.5%
Cc1cc(C)nc(SCc2nnc(SCC(=O)Nc3nccs3)n2Cc2ccco2)n1	.	-4.7%
CN(C)c1cccc(NC(=O)CCc2ccccc2)c1	-1.3	3.9%
COCC(=O)Nc1ccc(Br)c(C)c1	5.5	-0.8%
Cc1ccc(S(=O)(=O)NC(=O)Nc2nc(-c3ccc(F)c(F)c3)cs2)cc1	.	0.4%
Cn1c(CNC(=O)c2ccco2)nnc1SCC(=O)N1c2ccccc2Sc2ccccc21	0.9	5.7%
O=C(CNC(=O)COc1ccccc1)NCc1ccccc1F	-1.3	-1.0%
CC(C)(C)P(=O)(CO)c1ccccc1 (configuration not stated)	.	2.9%
CN(C)c1nc(N)nc(CSc2nnnn2-c2ccc(F)cc2)n1	.	5.9%
COc1ccc(OCC(O)CNC(=O)c2ccccc2C(=O)O)cc1 (configuration not stated)	.	1.5%
CC(=O)N1CCc2cc(S(=O)(=O)NCCN3CCC(C)CC3)ccc21	-6.7	3.1%
CCCCC(=O)C1C(=O)NC(=O)NC1=O	.	-0.2%
Cc1ccccc1-c1ccc(C(=O)Nc2cccc(F)c2)o1	.	4.2%
CCN1C(=O)C(CC(=O)Nc2ccc(OC)cc2)N(CCN2CCOCC2)C1=S (configuration not stated)	-5.7	-4.1%
CC(=O)N/C(=C\c1ccc(Cl)cc1)C(=O)O	-13.1	-2.8%
CCOC(=O)CCSc1nnc(-c2cccnc2)n1-c1ccccc1OC	9.4	-5.4%
